Screening results (PubChem)
IMP-1 inhibitor: blocks Pseudomonas aeruginosa IMP-1 metallo-beta-lactamase | purified IMP-1, nitrocefin hydrolysis, epi-absorbance fluorescence | AID 1556 | inhibition, % at 5.6 µM | actives 0.45% (n = 290,000);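 active = inhibition above the mean plus 3 SD of all compounds in the same screening run, cut at about 4.5% in these data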;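 also: 0% = IMP-1 with DMSO and 100% = DMSO wells lacking enzyme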
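System: purified recombinant IMP-1 beta-lactamase. Medium: Zinc- and detergent-supplemented HEPES buffer, pH 7.1. Compound: one 5.6 µM dose […]. Schedule: 15 min preincubation plus 25 min reaction at 25 °C. Technique: Epi-absorbance fluorescence, 480 nm excitation, 530 nm emission.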
GalR3 antagonist: antagonists of human GalR3 | O60755 | HEK293 GalR3-CNG cAMP membrane potential fluorescence; galR3 body fused to GalR1 C-terminus | inhibition, % at 3 µM | actives 0.44% (n = 360,000);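 active = inhibition above the screen-wide average plus 3 SD, cut at about 13% in these data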;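 also: forskolin and galanin both at EC90 stimulate the cells; cAMP rise reported by CNG channel membrane potential dye signal; 0% = forskolin plus galanin with DMSO and 100% = forskolin alone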
SUMO HTRF inh: inhibitors of human SUMOylation (UBC9); HTRF SUMOylation assay, SAE1/SAE2 + UBC9, in vitro; inhibition, % at 35 µM; actives 0.36% (n = 290,000); AID 2006; in the data active = inhibition above about 50%, passing the limit was not always enough; also: strong numbers were not always called active
IDE cell activ: IDE (human) activation, cell-based | actives 0.073% (n = 340,000) | P14735 | HEK cells, FAbeta-B cleavage, fluorescence polarization; 0% vehicle, 100% cell-free pure enzyme wells | activation, % at 5.96 µM;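 active = activation above the mean of all tested compounds plus 3 SD, set per screening campaign, cut at about 17% in these data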
Target sequence (P14735 whole entry, looked up): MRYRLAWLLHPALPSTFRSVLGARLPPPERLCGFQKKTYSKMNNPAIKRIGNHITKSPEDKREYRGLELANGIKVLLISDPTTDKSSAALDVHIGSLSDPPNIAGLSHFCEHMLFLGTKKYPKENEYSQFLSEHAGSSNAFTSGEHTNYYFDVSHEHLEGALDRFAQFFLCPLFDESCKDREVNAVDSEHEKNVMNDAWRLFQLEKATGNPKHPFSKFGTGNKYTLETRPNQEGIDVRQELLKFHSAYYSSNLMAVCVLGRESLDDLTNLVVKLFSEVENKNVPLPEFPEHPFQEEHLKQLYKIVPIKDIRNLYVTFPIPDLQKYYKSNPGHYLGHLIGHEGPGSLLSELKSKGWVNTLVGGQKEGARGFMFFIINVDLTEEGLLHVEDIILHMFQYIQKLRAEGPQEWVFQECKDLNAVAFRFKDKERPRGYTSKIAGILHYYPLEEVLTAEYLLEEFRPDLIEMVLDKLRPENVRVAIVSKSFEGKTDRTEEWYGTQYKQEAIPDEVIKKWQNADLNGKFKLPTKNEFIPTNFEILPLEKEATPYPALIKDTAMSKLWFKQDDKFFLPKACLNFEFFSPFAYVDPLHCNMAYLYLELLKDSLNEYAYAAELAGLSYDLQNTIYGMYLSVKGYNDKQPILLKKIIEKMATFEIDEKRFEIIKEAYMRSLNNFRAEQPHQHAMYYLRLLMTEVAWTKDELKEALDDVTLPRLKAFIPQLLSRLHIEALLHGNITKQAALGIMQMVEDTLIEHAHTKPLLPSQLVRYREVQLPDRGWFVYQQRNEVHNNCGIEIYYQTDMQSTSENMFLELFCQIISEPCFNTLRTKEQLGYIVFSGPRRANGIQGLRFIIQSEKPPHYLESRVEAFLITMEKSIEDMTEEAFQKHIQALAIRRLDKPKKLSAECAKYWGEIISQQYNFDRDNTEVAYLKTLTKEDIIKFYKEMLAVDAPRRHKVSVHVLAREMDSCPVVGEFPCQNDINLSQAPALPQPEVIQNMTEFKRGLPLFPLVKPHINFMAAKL
IDE cell inh: cellular human IDE inhibition. P14735. HEK cells, FAbetaB cleavage, fluorescence polarization. inhibition, % at 5.59 µM. actives 0.41% (n = 320,000). AID 434962;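 active = percent inhibition above the average of all tested compounds plus 3 SD, set per screening campaign, cut at about 16% in these data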;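 also: IDE supplied by intact live HEK cells; FP after avidin binding of uncleaved biotin substrate so inhibition keeps polarization high; 0% = DMSO wells and 100% = 60 µM reference IDE inhibitor Ii1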
VIM-2 inhibitor: inhibitors of Pseudomonas aeruginosa VIM-2 metallo-beta-lactamase | purified VIM-2, nitrocefin hydrolysis, epi-absorbance fluorescence | inhibition, % at 5.6 µM | actives 0.89% (n = 290,000);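 active = inhibition above the mean of all tested compounds plus 3 SD, cutoff set per screening run, cut at about 7.5% in these data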;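 also: red hydrolysis product quenches plate fluorescence so inhibitors raise well fluorescence; 0% = enzyme with DMSO and 100% = DMSO without enzyme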
pCIP destab: p/CIP protein destabilization; decrease of EGFP signal, % at 10 µM; actives 0.01% (n = 290,000); Q05BA5; AID 1984; F442A p/CIP-EGFP cells, EGFP fluorescence, 16 h;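 active = EGFP signal decrease of at least 30% at 10 µM or well 3 SD below plate mean, unless failing retest; inactive = the rest, including hits failing retest or dose response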; also: some compounds called inactive have numbers as strong as hits; many of its hits are not listed in these tables
CRFBP-R2 block: antagonists of CRF-binding protein/CRF-R2 receptor complex. HEK293 CRF-R2/CRF-BP, CRF-induced calcium fluorescence. inhibition, % at 11.8 µM. actives 0.59% (n = 350,000). AID 588475;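 active = inhibition of the ligand-induced calcium signal above about 50% at the single tested concentration, limit read from the data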
NS3 helicase inh: blocks Hepatitis C virus NS3 helicase unwinding; actives 0.56% (n = 290,000); inhibition, % at 10.9 µM; NS3 helicase DNA unwinding, Cy5 molecular beacon fluorescence;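 active = inhibition above the mean of all tested compounds plus 3 SD, set per campaign, cut at about 35% in these data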;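 also: 0% = DMSO wells and 100% = thioflavine S control wells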
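Control set: DMSO versus 110 µM thioflavine S; Material: NS3 helicase fragment of HCV; Measured by: Cy5 fluorescence at 0 and 60 min, beacon hairpin quenching; Read-out basis: percent inhibition from t60/t0 fluorescence ratio; Times: reaction time 60 min, 25 °C; Repeats: single replicate; Compound dosing: single dose, 10.9 µM nominal final, DMSO 0.8% final.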
* hit, by the source's call; / = not tested or not shown.

SMILES | IMP-1 inhibitor | GalR3 antagonist | SUMO HTRF inh | IDE cell activ | IDE cell inh | VIM-2 inhibitor | pCIP destab | CRFBP-R2 block | NS3 helicase inh
COc1ccccc1-c1noc(CCC(=O)Nc2cccc(C(F)(F)F)c2)n1 | -2.7 | 1 | 16 | -4 | -1 | -1.8 | -8 | 3 | -5
O=[N+]([O-])c1ccc(C=Nc2ccc(Cl)c([N+](=O)[O-])c2)s1 | 2.2 | -3 | 51 | -4 | / | -0.7 | -18 | / | 17
CCN(CC(=O)Nc1c(F)cccc1F)C(=O)C1CCN(C(=O)c2ccc(Cl)cc2)CC1 | / | 4 | / | 8 | 3 | / | / | 13 | /
CC1=C(C(=O)Nc2cc(C(=O)NCCC(C)C)ccc2C)SCCO1 | -1.9 | -12 | 4 | 3 | 1 | -1.1 | 6 | 17 | 0
C(=N\Nc1nc(N2CCCCCC2)nc(N2CCCCCC2)n1)/c1ccccc1 | -4.1 | -3 | -18 | 6 | 3 | -4.6 | 13 | 1 | -3
COc1ccc(OCCC(=O)NCCN2CCOCC2)cc1 | -1.7 | -1 | 3 | 6 | 0 | -2.0 | -1 | 28 | 9
CC(=O)c1ccc(N(C(=O)Cn2nnc3ccccc32)C(C(=O)NCc2ccccc2)c2ccccn2)cc1 (stereo not given) | -3.6 | -7 | 12 | 1 | 2 | -3.2 | 4 | 0 | -9
Cc1ccc(C(=O)N(CN2CCCC2=O)c2ccc(F)cc2)cc1C | -0.8 | -3 | -4 | -9 | 2 | -3.0 | 6 | -19 | 7
CC(C)(C)c1cc(NC(=O)CCl)n(-c2ccccc2)n1 | -3.2 | -6 | -2 | 6 | 2 | -3.2 | 19 | -5 | -3
CCC(=O)N1CCc2cc(Br)cc(S(=O)(=O)CCC(=O)NCc3ccco3)c21 | -2.4 | / | 6 | 0 | -2 | -1.4 | 9 | -4 | -1
CC1CCCCN1C(=O)CN1CCN(S(=O)(=O)c2ccc(Br)cc2Cl)CC1 (stereo not given) | / | 0 | / | 2 | 3 | / | / | 0 | /
N#C/C(=C/Nc1ccccc1F)S(=O)(=O)c1ccc(Cl)cc1 | -3.0 | -8 | 14 | 4 | 0 | -3.3 | -18 | 3 | -2
CCCCn1c(=O)c(C(=O)N/N=C/c2ccc(F)cc2)c(O)c2ccccc21 | -3.2 | / | 5 | / | 3 | 1.0 | -1 | / | -3
O=C(CNc1ccc2ccccc2c1)NNC1=NCCC1 | -4.1 | 3 | 5 | 7 | 3 | -2.8 | -3 | 4 | 9
O=C(CN1C(=O)C2CCCCC2C1=O)OCC(=O)c1ccc(F)cc1 (stereo not given) | / | -3 | / | 2 | -1 | / | / | 5 | /
COc1ccc(C(=O)NCc2nnc(SCC(=O)N3CCc4ccccc43)n2C2CCCCC2)cc1 | 1.0 | 2 | -13 | 6 | 0 | -0.8 | 4 | -6 | -6
CC(Cc1cccs1)NC(=S)Nc1ccc(F)cc1 (stereo not given) | -2.1 | -7 | 6 | -2 | 4 | -2.0 | -4 | 4 | -4
Cc1cc(C)cc(OCc2ccc(C(=O)NN)o2)c1 | -1.5 | 1 | 4 | -2 | 1 | -3.2 | -2 | -4 | -2
Cc1ccc2nc(N3C(=O)CNC3=S)sc2c1 | -4.1 | 0 | -2 | / | -5 | -2.9 | -6 | 7 | 3
COCCCNC(=O)c1ccc(CS(=O)(=O)c2ccc(OC)cc2)o1 | -1.1 | 1 | 3 | -1 | -2 | 0.7 | -9 | -1 | -6
CCOc1ccc(S(=O)(=O)Nc2cccc(C(=O)NCC3(N4CCCCC4)CCCCC3)c2)cc1 | / | -5 | / | 3 | -2 | / | / | -7 | /
Cc1ccc(C)c2[nH]c(=O)c(CCNC(=O)c3ccc4c(c3)OCO4)cc12 | -1.5 | 6 | -10 | 1 | -3 | -2.6 | 6 | 7 | 6
CC1CN(c2ccc([N+](=O)[O-])c(NCCOc3ccc(Cl)cc3)c2)CC(C)N1 (stereo not given) | -3.6 | -9 | 8 | 0 | / | -3.0 | -19 | 7 | -68
Cc1csc(NC(=O)CNS(=O)(=O)c2cccs2)n1 | -4.1 | 0 | -2 | 0 | -1 | -1.3 | 1 | 4 | 9
Cc1ccc(Cl)cc1N1CCN(C(=O)c2noc(C)c2[N+](=O)[O-])CC1 | 0.8 | -2 | 0 | 4 | 4 | 0.8 | -4 | -8 | 1
Cc1ccnc(NC(=O)Cn2c(=O)oc3ccccc32)c1 | -2.6 | -4 | 2 | 1 | -2 | -2.8 | -2 | -14 | 6
Cc1nn(-c2ncc(C(F)(F)F)cc2Cl)c(=O)n1-c1ccc(F)cc1 | -0.1 | 7 | 4 | 1 | 0 | 0.5 | -6 | -6 | 4
COC(=O)C1=C(C)Nc2nc(-c3ccccc3)nn2C1c1ccc(C)o1 (stereo not given) | -0.9 | -4 | 17 | -2 | -5 | -0.5 | -3 | 18 | -9
CCC(NC(=O)c1ccccc1NC(=O)c1ccccc1)C(=O)NNC(=O)CSc1nc2ccccc2o1 (stereo not given) | -6.3 | 0 | -7 | 2 | -3 | -2.1 | -1 | -1 | -3
Cc1nn(Cc2cccc(C(=O)O)c2)c(C)c1[N+](=O)[O-] | -2.7 | -2 | 16 | 2 | -7 | -0.6 | -5 | -14 | -2
O=C(N/N=C1\CCCc2oc(C(=O)O)cc21)c1ccccc1 | -2.9 | -2 | 14 | 3 | -4 | -6.1 | -13 | 11 | -14
CC(=O)c1ccc(NC(=O)CCc2nnc3ccc(NCc4ccco4)nn23)cc1 | 1.0 | 3 | 8 | 4 | 4 | 2.6 | -2 | 15 | 26
Cc1c(C(=O)NCCSCc2ccc(F)cc2)cnn1-c1ccc(Cl)cc1 | -3.6 | -5 | -18 | / | -3 | -3.2 | -6 | 16 | -13
O=C(NCc1ccco1)C(NS(=O)(=O)c1cccc2nsnc12)c1ccccc1 (stereo not given) | -4.8 | -3 | 21 | 8 | 1 | -3.4 | -10 | 7 | 3
COc1ccc(NS(=O)(=O)c2cccc(C(=O)NNC(=O)NCCCl)c2)cc1 | -4.5 | -3 | 20 | 5 | 9 | -1.1 | -12 | -3 | 69*
O=C(CCc1nnc(Cc2cccc(C(F)(F)F)c2)o1)NC1CC1 | -4.3 | -6 | 8 | 4 | 2 | -4.1 | -6 | 6 | 4
CCOC(=O)/C(C#N)=C/c1ccc(N2CCN(Cc3ccccc3)CC2)cc1 | 1.8 | -9 | 4 | -9 | 3 | 3.2 | -11 | -61 | 7
O=C(Nc1ccc2c(c1)OCO2)c1cc2ncc(Br)cn2n1 | -2.9 | 3 | 29 | 0 | / | -5.8 | -2 | 11 | 12
Cc1ccc(-c2nnc(-c3ccccc3)o2)cc1Br | 0.1 | -6 | / | 0 | 2 | -2.4 | / | 0 | 1
CCn1nc(C)c(/C=N/NC(=O)Cn2cncn2)c1C | 0.1 | -4 | 3 | / | 7 | -0.6 | 5 | 7 | 6

Structural class, the compounds so far with a COOH group
SMILES | IMP-1 inhibitor | GalR3 antagonist | SUMO HTRF inh | IDE cell activ | IDE cell inh | VIM-2 inhibitor | pCIP destab | CRFBP-R2 block | NS3 helicase inh
Cc1nn(Cc2cccc(C(=O)O)c2)c(C)c1[N+](=O)[O-] | -2.7 | -2 | 16 | 2 | -7 | -0.6 | -5 | -14 | -2
O=C(N/N=C1\CCCc2oc(C(=O)O)cc21)c1ccccc1 | -2.9 | -2 | 14 | 3 | -4 | -6.1 | -13 | 11 | -14

Next records
SMILES | IMP-1 inhibitor | GalR3 antagonist | SUMO HTRF inh | IDE cell activ | IDE cell inh | VIM-2 inhibitor | pCIP destab | CRFBP-R2 block | NS3 helicase inh
CCCCN(C(=O)CSc1nnnn1C)C1CCS(=O)(=O)C1 (stereo not given) | / | -4 | / | 5 | 2 | / | / | 2 | /
O=[N+]([O-])c1cccc(-c2cn(-c3ccccc3)c(=S)[nH]2)c1 | -3.5 | -3 | -6 | -1 | -5 | -3.8 | 15 | 1 | -7
COCc1ccc(-c2c(-c3cccc(OC)c3)sc3ccc(OC)cc23)cc1 | / | -7 | / | -5 | 4 | / | / | 0 | /
CCn1c(-c2cc(-c3cc(C)ccc3C)nc3ccccc23)n[nH]c1=S | -1.8 | -7 | -19 | -10 | 5 | -4.2 | -8 | 18 | -4
O=C(Cc1ccc(F)cc1)NC1CCCCCC1 | -3.1 | -9 | -6 | 1 | -4 | -2.7 | 1 | 19 | 0
COc1ccc(CC(NC(C)=O)C(=O)NC2CCN(c3ncccc3[N+](=O)[O-])CC2)cc1 (stereo not given) | -2.9 | -3 | 14 | 4 | 0 | -0.4 | 16 | 27 | -1
O=S(=O)(Nc1nc2ccccc2nc1Cl)c1ccc(Br)cc1 | -3.5 | -2 | 30 | -2 | -1 | -1.6 | -3 | 24 | -4
Cc1cc(=O)oc2cc(OCc3ccc(C(=O)N4CCN(c5ccccc5)CC4)cc3)ccc12 | -1.5 | -5 | 18 | 3 | 0 | -0.5 | 2 | -3 | 8
CC1SC(C)C(=O)N(CC(=O)Nc2ccc3c(c2)OCO3)C1=O (stereo not given) | -4.3 | -4 | 30 | 2 | -1 | 0.0 | -6 | 10 | 4
Cc1cccc(NC(=O)CSc2nnc(CSc3nc(C)cc(C)n3)o2)c1 | -2.3 | -1 | -8 | -1 | -2 | -1.2 | 12 | 2 | -8
CC(C)OCCCn1c(=NC(=O)c2cccs2)c(C#N)cc2c(=O)n3ccccc3nc21 | -2.7 | 7 | 34 | / | -5 | -0.4 | -1 | 1 | 24
NCCCCC(NC(=O)C1CCCN1C(=O)C1CSSCC(N)C(=O)NC(Cc2ccc(O)cc2)C(=O)NC(Cc2ccccc2)C(=O)NC(CCC(N)=O)C(=O)NC(CC(N)=O)C(=O)N1)C(=O)NCC(N)=O (stereo not given) | -1.7 | / | -33 | / | / | -0.9 | 8 | / | -1
COC(=O)c1cccc(NC(=O)c2ccc[n+]([O-])c2)c1 | -2.9 | 3 | 5 | -8 | 0 | -1.7 | 0 | 2 | -7
Cc1csc(=O)n1CC(=O)OC(C)C(=O)Nc1cccc(Cl)c1 (stereo not given) | / | -1 | / | 2 | -1 | / | / | -2 | /
CSCC[C@H](NC(=O)OC(C)(C)C)c1nnc(SCC(N)=O)o1 | -1.8 | -4 | 10 | 4 | -1 | -4.1 | 11 | -18 | 4
O=C(CSc1nnnn1C1CCCC1)N1CCCc2ccccc21 | -0.5 | -5 | 13 | 4 | 2 | -1.1 | -1 | -7 | -6
FC(F)(F)c1cccc(NC(=S)NNC(=S)Nc2ccc(Cl)cc2)c1 | -3.0 | / | -30 | / | 8 | -3.3 | 9 | / | -11
CCCCOc1ccc(-c2nnn(CC(=O)NCc3ccco3)n2)cc1 | -4.5 | 2 | 7 | 1 | 2 | -3.1 | 15 | -1 | -1
CCCN1C2CCCC1CC(NC(=O)Nc1cccc(C(C)=O)c1)C2 (stereo not given) | -6.3 | 1 | -2 | 2 | 5 | -2.2 | 1 | -9 | -1
CCOc1cc(C(N)=O)cc(Br)c1OC | 4.6* | -2 | 2 | -2 | -1 | 1.8 | 5 | 4 | 5

The order is random; about 3.2% have a hit in one of these screens.
